# Abeta yeast res = restores growth of yeast expressing A-beta42 peptide. yeast expressing A-beta42, growth rescue, OD600, 48 h; response scale: 0% DMSO, 100% iron-clioquinol control. Potency, µM (titrated, usually from 46.1 µM), for inactives: at the top dose growth rescue, usual class: activators. 410,000 tested, 0.063% active. AID 1347071; further: potency means the concentration at half of the fitted maximal effect; nearly all actives have a fitted effect of over 55% in size
#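 Growth rescue measured by 600 nm absorbance after 48 h yeast culture at 30 C with compound. Values normalized between DMSO and an equimolar ferric chloride plus clioquinol control.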
# aSyn yeast inh = inhibitors of alpha-synuclein toxicity in yeast | AID 652106 | 370,000 tested, 0.14% active | Potency, µM (doses to about 46.1 µM), for inactives: at the top dose growth rescue (activation), hits mostly activators | Yeast expressing alpha-synuclein, growth rescue, BacTiter-Glo, 24 h; further: potency means the concentration at half of the fitted maximal effect; % of control where 0% means no effect; nearly all actives have a fitted effect of over 65% in size
#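 Readout is rescue of growth in alpha-synuclein-expressing yeast, so inhibitors of toxicity appear as activators. Growth after 24 hr at 30 deg C in galactose medium is quantified by luminescence.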
# PI5P4K alpha inh = PI5P4K alpha (human) kinase inhibition; PI5P4Kalpha enzyme, ADP-Glo luminescence, 60 min; active compounds read low; 330,000 tested, 1.2% active; max response, %; active means max response of -50% or lower; inconclusive means between -30% and -50%; inactive means -30% or higher; further: value at the top dose of about 77 µM; on the % scale 0 is the no-effect control and ±100 the full control effect
# Target sequence (P48426 whole entry, looked up): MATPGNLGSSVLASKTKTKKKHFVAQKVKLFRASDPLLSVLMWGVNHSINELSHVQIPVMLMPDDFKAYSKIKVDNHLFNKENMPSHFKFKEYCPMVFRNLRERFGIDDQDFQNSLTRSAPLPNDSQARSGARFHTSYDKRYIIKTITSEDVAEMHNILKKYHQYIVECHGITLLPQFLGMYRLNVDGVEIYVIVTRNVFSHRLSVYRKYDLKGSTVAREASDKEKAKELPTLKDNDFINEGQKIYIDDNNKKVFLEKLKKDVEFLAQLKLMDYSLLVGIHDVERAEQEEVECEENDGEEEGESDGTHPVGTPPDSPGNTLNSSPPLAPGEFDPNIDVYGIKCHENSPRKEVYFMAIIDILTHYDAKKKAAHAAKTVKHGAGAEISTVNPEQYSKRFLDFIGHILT
#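 Controls without substrate or without enzyme flank wells where PI5P4Kalpha converts substrate using 5 microM ATP (final). Incubation lasts 60 minutes at room temperature; ADP formed is read by ADP-Glo luminescence.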
# EPAC1 antagonist = blocks human EPAC1 exchange factor | Potency, µM (doses to about 115 µM), for inactives: at the highest dose activity change, negative = inhibition, actives largely listed as inhibitors | EPAC1 GEF assay, Rap1b-BODIPY-GDP exchange fluorescence | O95398 | AID 720709 | 360,000 tested, 0.14% active;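 further: potency means the concentration at half of the fitted maximal effect; plate controls were vehicle for no effect and positive control for full effect; nearly all actives have a fitted effect of over 50% in size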
# PLK1 PBD block = PLK1 (human) polo-box domain binding inhibition; 360,000 tested, 2.8% active; P53350; Potency, µM, for the others: max response, negative = inhibition, hits mostly inhibitors; AID 720504; Plk1 PBD binding of FITC phosphopeptide, fluorescence polarization; further: potency means the concentration at half of the fitted maximal effect; series mostly up to about 57 µM; on the % scale 0 is the no-effect control and ±100 the full control effect; nearly all actives have a fitted effect of over 65% in size
# Target sequence (P53350 whole entry, looked up, the tested form may be a part): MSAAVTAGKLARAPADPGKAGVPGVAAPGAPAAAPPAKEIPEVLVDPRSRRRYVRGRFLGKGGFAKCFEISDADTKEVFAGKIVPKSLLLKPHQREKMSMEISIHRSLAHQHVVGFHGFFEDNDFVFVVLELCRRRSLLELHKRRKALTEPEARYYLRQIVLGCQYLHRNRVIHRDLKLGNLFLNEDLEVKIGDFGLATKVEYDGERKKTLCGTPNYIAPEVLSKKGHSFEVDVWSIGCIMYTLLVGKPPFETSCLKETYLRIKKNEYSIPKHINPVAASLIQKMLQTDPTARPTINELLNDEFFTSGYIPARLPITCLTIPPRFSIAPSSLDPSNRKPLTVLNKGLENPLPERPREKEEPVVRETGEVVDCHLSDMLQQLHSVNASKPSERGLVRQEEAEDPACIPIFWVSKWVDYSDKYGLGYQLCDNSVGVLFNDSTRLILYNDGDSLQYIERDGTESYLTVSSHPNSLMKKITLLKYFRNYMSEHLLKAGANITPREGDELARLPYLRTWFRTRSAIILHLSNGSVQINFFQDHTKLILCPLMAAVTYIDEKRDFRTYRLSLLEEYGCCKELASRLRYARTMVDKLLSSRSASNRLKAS
# WRN helicase inh = blocks human WRN helicase | 360,000 tested, 0.46% active | Q14191 | WRN helicase unwinding, fluorescent forked duplex, kinetic | Potency, µM (series often up to 114 µM), for the others: top-dose activity change, negative = inhibition, usual class: inhibitors; further: potency means the concentration at half of the fitted maximal effect; on the % scale 0 is the no-effect control and ±100 the full control effect; nearly all actives have a fitted effect of over 55% in size
#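 Kinetic fluorescence helicase assay: unwinding of a quenched forked DNA duplex (100 nM final) with 2 mM ATP final raises red fluorescence (525/598 nm). Compounds sat 15 min at room temperature with 20 nM WRN beforehand.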
# EPAC1 ag = EPAC1 (human) agonism; Potency, µM (doses to about 154 µM), inactives show at the highest dose activation, actives largely listed as activators; 360,000 tested, 0.073% active; O95398; EPAC1 agonist qHTS, biochemical assay; response scale: 100% = response to 6.5 mM cAMP; further: potency means the concentration at half of the fitted maximal effect; nearly all actives have a fitted effect of over 60% in size
#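 Compounds were pinned as a concentration titration into mixtures of EPAC1 (100 nM), BODIPY-GDP-loaded Rap1B (250 nM) and GDP (50 uM). After 5 min at room temperature, fluorescence was followed for 30 min; activity was scaled to 6.5 mM cAMP.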
# FUS suppressor = FUS proteinopathy suppression in yeast. S. cerevisiae FUS-expressing, growth rescue, OD600, 24 h. 390,000 tested, 0.24% active. Potency, µM (highest dose often 76.6 µM), inactives show at the highest dose growth rescue (activation), hits mostly activators. AID 1347120;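 further: potency means the concentration at half of the fitted maximal effect; plate controls were DMSO vehicle for no effect and reference control for full effect; nearly all actives have a fitted effect of over 55% in size; some results filed as inactive show a strong effect at the top dose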
#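 Compound concentration series was pinned onto galactose-induced FUS-expressing yeast seeded at OD 0.005. Plates sat 24hr at 30C; absorbance at 600 nm gave growth. DMSO served as background control.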
# IL2 activator = IL-2 activation. IL-2 activation reporter assay, cell-based qHTS; stimulated with anti-CD3/CD4/CD28 beads; in transgenic mouse T cells. activation, % (series mostly up to about 46 µM). 360,000 tested, 0.065% active; in the data active means activation above about 50%; inconclusive means mostly about 30% to 49%; further: 0% is about no effect
#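 Unstimulated transgenic mouse T cells preincubated 60 min with compound, then stimulated with anti-CD3/anti-CD4-coated beads plus anti-CD28 for 18 h at 37 degrees C. IL-2 response read as EGFP and DsRed fluorescence by plate cytometry.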
# Active calls of the source: *; ? = inconclusive; . = no result given; + = active, no number; & = joins results of further samples; [ ] = another dose, or the depositor's remark. Unless noted, the call rests on the fitted dose curve; in most records, active means well fitted curve in the direction sought with a large enough effect; inconclusive means small, poorly fitted or top-dose-only effect, or another doubt; inactive means no such curve, though single readings can be large; an effect the other way counts as inactive or inconclusive.
entry	mol	WRN helicase inh	Abeta yeast res	PI5P4K alpha inh	FUS suppressor	EPAC1 antagonist
1	COc1cnc(-c2ccccc2)nc1Sc1ccccc1	-11%	-4%	23	1%	-2%
2	CCCCCCCCCCCCCCCCn1cc[n+](C)c1	?	-93%&-93%[inhibitor]	?	?	-5%&16%
3	O=C(Nc1cc([N+](=O)[O-])ccc1N1CCCC1)c1cccs1	6%	9%	0	-1%	-16%
4	O=C(Cn1ncc2c([nH]c3ccccc32)c1=O)N1CCCCC1	4%[57.1 µM]	-3%	-8	-7%	11%
5	COc1ccc(CC(=O)NNC(=O)CN(C)S(=O)(=O)c2ccc(Cl)cc2)cc1OC	-6%	-3%	6	-12%	0%
6	Cc1cc(C(=O)N2CCC(C(F)(F)F)n3nccc32)on1 (stereo not drawn)	2%	1%	6	-8%	4%
7	c1ccc2c(N3CCCCC3)nc(N3CCCC3)nc2c1	-1%	2%	-5	6%	-3%
8	CCOc1ccc(S(=O)(=O)N2CCC(C(=O)NCc3cccnc3)CC2)cc1C	-18%	-1%	3	2%	0%

entry	IL2 activator	PLK1 PBD block	aSyn yeast inh	EPAC1 ag
1	0.5	-9%	-1%	22%
2	4.0&-0.9	-18%&-21%	-66%&-75%[inhibitor]	6%&3%
3	-2.6	-9%	2%	1%
4	-2.7	2%	-1%	-10%
5	-0.1	-1%	3%	-5%
6	-0.4	-2%	-4%	-7%
7	1.5	2%	-1%	-15%
8	-0.6	-3%	-1%	-1%

# Going on with the list:
entry	mol	WRN helicase inh	Abeta yeast res	PI5P4K alpha inh	FUS suppressor	EPAC1 antagonist
9	CN(CC(=O)Nc1cccc(F)c1)C(=O)c1cc(S(=O)(=O)N(C)C)ccc1N1CCCC1	-27%	10%	-5	20%	-29%
10	CC(=O)N1c2ccc(S(=O)(=O)N3CCC(C(=O)NCc4ccccc4)CC3)cc2CC1C (stereo not drawn)	3%[57.1 µM]	16%	2	20%	8%
11	COc1c2c(nc3ccccc13)OC(C(C)(O)COC(C)=O)C2 (stereo not drawn)	-7%	0%	.	19%	7%
12	Cn1cccc1CC(=O)NNC(=O)Nc1ccccc1F	-5%	4%	1	.	-8%
13	Cc1cc(/C=C2\SC(=S)N(Cc3ccco3)C2=O)c(C)n1-c1cccnc1	-15%	7%	8	.	-7%
14	CC1(C)C(=O)N(c2ccccc2)C1c1ccccc1O (stereo not drawn)	8%	-11%	0	8%	-4%
15	Cc1ccc(C(=O)Nc2nc3ccccc3n2CCN2CCCC2)cc1	-2%	-14%	-13	19%	3%
16	Cc1cc(C(=O)N2CCN(c3cc(Cl)ccc3C)CC2)on1	-1%	10%	5	8%	3%

entry	IL2 activator	PLK1 PBD block	aSyn yeast inh	EPAC1 ag
9	-2.6	-3%	-7%	-8%
10	-1.7	-5%	0%	9%
11	-2.7	-6%	2%	4%
12	1.0	-4%	-10%	1%
13	?	38µM*	1%	-12%
14	0.6	-12%	-1%	11%
15	-0.4	-4%	-1%	6%
16	-1.3	1%	6%	-4%

# Following part:
entry	mol	WRN helicase inh	Abeta yeast res	PI5P4K alpha inh	FUS suppressor	EPAC1 antagonist
17	COc1cc(/C=C(\C#N)C(=O)Nc2ccc3c(c2)OCCO3)ccc1O	?	-13%	-56*	13%	8%
18	CCOC(=O)c1ccc(/C=C2\c3ccccc3C(=O)N2c2ccccc2)cc1F	-9%	2%	20	?	-18%
19	CC(=O)Nc1ccc(S(=O)(=O)N2CCN(S(=O)(=O)c3cccs3)CC2)cc1	-8%	5%	-5	6%	5%
20	O=C(NC(Cc1ccc(O)cc1)C(=O)N=Nc1c(O)[nH]c2ccccc12)c1ccccc1 (stereo not drawn)	-18%	8%	-2	.	?
21	CCOC(=O)c1c(NC(=O)CSc2c[nH]c3ccccc23)sc2c1CCCC2	-5%	1%	8	-2%	-8%
22	CCOC(=O)N1CCN(c2ccc(N3C(=O)CCCC3=O)cc2[N+](=O)[O-])CC1	-3%	-9%	5	4%	-8%
23	O=C(Nc1ncc(Cc2ccc(Cl)cc2Cl)s1)c1ccc([N+](=O)[O-])cc1	-1%	-12%	1	.	-13%
24	Cc1ccc(Nc2nc(N)c([N+](=O)[O-])c(N3CCOCC3)n2)cc1C	-6%	?	2	29%	?

entry	IL2 activator	PLK1 PBD block	aSyn yeast inh	EPAC1 ag
17	1.8	16%	-1%	18%
18	-0.5	-16%	6%	-8%
19	-0.9	-1%	-5%	-5%
20	1.2	-11%	4%	-2%
21	-0.5	-12%	29%	1%
22	-5.2	-6%	-6%	1%
23	1.9	-8%	-3%	-1%
24	-3.1	0%	9%	9%

# Next results:
entry	mol	WRN helicase inh	Abeta yeast res	PI5P4K alpha inh	FUS suppressor	EPAC1 antagonist
25	O=C(COC(=O)c1cccc(Cl)c1)Nc1cccc(S(=O)(=O)NC2=NCCC2)c1	-1%	3%	-1	11%	0%
26	Cc1c(NC(=O)CN2CCCC(C)C2)ccc2nsnc12 (stereo not drawn)	0%	-16%	4	10%	10%
27	CCOC(=O)CSc1nc2ccccc2c(=O)n1C	-7%	10%	-6	-8%	-3%
28	CCC1CCCCN1C(=O)CCc1nnc(Cc2c[nH]c3ccccc23)o1 (stereo not drawn)	5%	-11%	-3	13%	20%
29	CC(C)C(=O)NNc1ccc(C(F)(F)F)cn1	-1%	-1%	-1	9%	-18%
30	Nc1nonc1/C(=N/O)N1CCCC1	3%	-3%	-6	-17%	13%
31	COc1ccc(N2C(=O)C3C4C=CC(C5CC45)C3C2=O)c([N+](=O)[O-])c1 (stereo not drawn)	8%	13%	-11	2%	0%
32	Cc1ccc(C)c(NC(=O)COC(=O)c2cccc(S(=O)(=O)N3CCCCC3)c2)c1	5%	0%	8	-12%	0%

entry	IL2 activator	PLK1 PBD block	aSyn yeast inh	EPAC1 ag
25	0.2	-9%	-2%	-1%
26	-0.2	-13%	-5%	3%
27	-0.4	-5%	9%	-1%
28	1.6	-4%	2%	-2%
29	-1.9	-10%	-7%	0%
30	-2.7	-1%	-2%	-6%
31	-0.1	-1%	11%	1%
32	-2.4	3%	1%	0%

# Overlap with the part before: 3 entries, then new ones.
entry	mol	WRN helicase inh	Abeta yeast res	PI5P4K alpha inh	FUS suppressor	EPAC1 antagonist
30	Nc1nonc1/C(=N/O)N1CCCC1	3%	-3%	-6	-17%	13%
31	COc1ccc(N2C(=O)C3C4C=CC(C5CC45)C3C2=O)c([N+](=O)[O-])c1 (stereo not drawn)	8%	13%	-11	2%	0%
32	Cc1ccc(C)c(NC(=O)COC(=O)c2cccc(S(=O)(=O)N3CCCCC3)c2)c1	5%	0%	8	-12%	0%
33	NC(=O)CSc1nc2c(sc3ccccc32)c(=O)n1CCCC(=O)NCC1CCCO1 (stereo not drawn)	?	5%	0	10%	123%
34	O=C(CCS(=O)(=O)c1ccc(F)cc1)N1CCN(c2ccccc2)CC1	-1%	3%	7	5%	0%
35	Fc1ccc(NC(=S)Nc2cc(-c3ccccc3)[nH]n2)cc1Cl	-14%	-4%	5	-8%	-16%
36	O=C(COc1ccc(S(=O)(=O)N2CCCC2)cc1)Nc1ccc2c(c1)OCCO2	-1%	-11%	8	8%	-30%
37	O=C(COc1ccccc1)NS(=O)(=O)c1ccc(Cl)cc1	-2%	7%	-2	-10%	-28%
38	CC(C)CN(C(=O)C1CCCO1)c1c(N)n(CC(C)C)c(=O)[nH]c1=O (stereo not drawn)	0%	-13%	9	6%	-8%
39	CCCCNCCCCOc1ccccc1	-2%	1%	.	15%	11%
40	Cc1cc(OCC(=O)Nc2cc(-c3nn4c(C)nnc4s3)ccc2C)ccc1Cl	-1%	1%	-1	-24%	-11%
41	CC(=O)NC1C(OC(=O)/C=C/c2ccccc2)OC(COC(C)=O)C(OC(C)=O)C1OC(C)=O (stereo not drawn)	0%	-9%	-7	-1%	20%

entry	IL2 activator	PLK1 PBD block	aSyn yeast inh	EPAC1 ag
30	-2.7	-1%	-2%	-6%
31	-0.1	-1%	11%	1%
32	-2.4	3%	1%	0%
33	15	4%	6%	+
34	-2.0	1%	16%	4%
35	-0.9	-7%	-4%	3%
36	-0.5	?	-3%	4%
37	-1.0	8%	0%	-1%
38	-0.8	-8%	-2%	-5%
39	0.7	-2%	1%	5%
40	-1.4	?	-1%	1%
41	0.3	-2%	-3%	-4%

# Full records from above.
# CC(C)CN(C(=O)C1CCCO1)c1c(N)n(CC(C)C)c(=O)[nH]c1=O (stereo not drawn) as listed: WRN helicase inh = 0%; Abeta yeast res = -13%; PI5P4K alpha inh = 9; FUS suppressor = 6%; EPAC1 antagonist = -8%; IL2 activator = -0.8; PLK1 PBD block = -8%; aSyn yeast inh = -2%; EPAC1 ag = -5%
# Cc1cc(/C=C2\SC(=S)N(Cc3ccco3)C2=O)c(C)n1-c1cccnc1 as listed: WRN helicase inh = -15%; Abeta yeast res = 7%; PI5P4K alpha inh = 8; FUS suppressor = .; EPAC1 antagonist = -7%; IL2 activator = ?; PLK1 PBD block = 38µM*; aSyn yeast inh = 1%; EPAC1 ag = -12%
# O=C(Nc1cc([N+](=O)[O-])ccc1N1CCCC1)c1cccs1 as listed: WRN helicase inh = 6%; Abeta yeast res = 9%; PI5P4K alpha inh = 0; FUS suppressor = -1%; EPAC1 antagonist = -16%; IL2 activator = -2.6; PLK1 PBD block = -9%; aSyn yeast inh = 2%; EPAC1 ag = 1%

# Source: PubChem (National Center for Advancing Translational Sciences (NCATS))
